CFTR F508del cor – correctors of CFTR F508del function in bronchial epithelial cells | CFBE cells, YFP halide quenching; stimulated with forskolin plus potentiator P3; % fluorescence drop versus neutral controls | activity (quench increase), % at 7.58 µM | hit rate 0.36% among 350,000;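 active = mean added fluorescence quench of at least 8% versus neutral control, with both replicates also reaching 8%; inconclusive = only one of the mean or replicate conditions met; inactive = mean below 8% and not both replicates reaching 8%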;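 note: cells transiently co-express mutant CFTR-F508del with the halide-sensitive YFP; corrector assay measuring rescue of mutant channel to the surface after 24 h compound exposure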
INS-1E GSIS act – primary screen for activators of insulin secretion dependent on glucose, INS-1E cells, GLuc reporter luminescence | INS-1E GLuc reporter insulin secretion, 2-3 h | activation, % at 16.6 µM | hit rate 0.61% among 370,000;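 active = lowest replicate activation of at least 40%, so every replicate reaches that level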;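 note: 0% = median of neutral control wells and 100% = median of IBMX positive control wells; some compounds called inactive have numbers as strong as hits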
PglD DTNB – inhibitors of Campylobacter jejuni PglD acetyltransferase; purified PglD enzyme, DTNB colorimetric CoA detection; inhibition, % at 12.5 µM; hit rate 0.098% among 360,000; in the data active = inhibition above about 16%, passing the limit was not always enough; inconclusive = no clear call, values can overlap the other calls; note: strong numbers were not always called active
FN deposition inh – fibronectin deposition inhibition; AH1F fibroblasts, Alexa488-fibronectin deposition fluorescence, overnight; inhibition, % at 12.6 µM; hit rate 0.086% among 350,000;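 active = mean inhibition across replicates of 30% or more, regardless of how many single replicates reach that level; inconclusive = mean under 30% yet at least half of replicates reach 30%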;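 note: positive control wells lacked labelled fibronectin entirely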
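Assay system: AH1F fibroblast monolayer, labelled fibronectin deposition. Amount: 10000 cells per well. Also added: labelled fibronectin 24 nM. Compound: single-point pinned compound. Incubation: cell attachment 1 h, compound and FN exposure overnight. Detection: fluorescence after three HBSS washes, excitation 485 nm, emission 525 nm. Read-out: inhibition of fibronectin deposition signal.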
PGC1a acetyl inh – PGC1a acetylation modulation, inhibitor mode; inhibition, % at 15.6 µM; hit rate 0.17% among 350,000; U2OS PGC1a acetylation, AlphaScreen anti-acetyl-lysine; with virally co-expressed GCN5 acetyltransferase;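 active = every replicate shows inhibition of at least 40%; inconclusive = mean inhibition at least 40% but some replicate below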;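 note: 0% = neutral control wells and 100% = positive control wells; some results beyond the cut were filed as inactive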
Cneo AK release – Cryptococcus neoformans lysis via adenylate kinase release. AID 651654. hit rate 0.2% among 360,000. C. neoformans lysis, adenylate kinase release luminescence, 4 h; normalised: neutral wells 0, clomiphene wells 100. lysis activity, % at 15 µM;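 active = mean lysis activity across replicates of at least 80%, whatever share of replicates individually reach that level; inactive = mean lysis activity below 80%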
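Assay system: C. neoformans cells. Amount: yeast cell density of 5 × 10^6 cells/mL. Technique: AK luminescence. Buffer or medium: YPD. Times: static 4 h at 37 °C with compound, 1 h detection. Dosing: single-point compound dose. Read-out: lysis from increased AK signal.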
C2C12 statin – suppressors of simvastatin-induced myotoxicity in C2C12 myotubes | AID 602340 | ATP luminescence, 48 h; scaled: DMSO 0, geranylgeraniol control 100 | rescue of ATP level, % at 7.49 µM | hit rate 0.78% among 330,000;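 active = mean ATP rescue above about 67%, or every replicate alone reaching that limit, limit read from the data, passing the limit was not always enough; inconclusive = no clear call, values can overlap the other calls; inactive = mean under the limit and some replicate under it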;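 note: myotubes were challenged with 10 µM simvastatin during compound exposure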
miR-122 sensor – inhibitors of miR-122 in Huh7 cells; Huh7 miR-122 Renilla luciferase sensor, 48 h; neutral wells = 0, positive control = 100; activation (reporter increase), % at 12.5 µM; hit rate 0.3% among 340,000; AID 602342;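 active = mean replicate activation score at least 90 and every replicate individually at or above 90; inconclusive = only one of the two criteria met; inactive = neither criterion met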;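 note: higher luciferase means less miR-122 activity so hits act as miR-122 inhibitors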
* = called active by the depositor; ? = inconclusive; / = no result given; [ ] = remark or other dose.

SMILES	CFTR F508del cor	INS-1E GSIS act	PglD DTNB	FN deposition inh	PGC1a acetyl inh	Cneo AK release	C2C12 statin	miR-122 sensor
CO[C@@H]1CN(C)C(=O)c2ccc(NS(=O)(=O)c3cn(C)cn3)cc2OC[C@H](C)N(CC2CC2)C[C@H]1C	1.4	-2	0	-1	-4	-11	-10	/
C[C@@H](NC(=O)[C@@H]1N[C@@H]2c3ccc(-c4cccnc4)c(=O)n3C[C@@H]2[C@H]1CO)c1ccccc1	/	-5	2	/	/	-3	8	/
CC(C)C(NC(=O)c1ccco1)C(=O)OCC(=O)NCCc1ccccc1 (stereo not drawn)	1.7	-13	-3	-3	-6	-1	2	0
Cc1cccc(N/N=C/c2ccc(O)c(O)c2O)c1	?	-25	/	-10	11	/	/	/
O=C(Nc1ccc(F)cc1)c1ccc(S(=O)(=O)N2CCOCC2)o1	-0.5	-1	4	2	-5	-1	-4	-3
CSc1nc(C)nc2c1c(=O)n(C)c(=O)n2C	0.3	-2	0	3	0	-1	-9	-13
CC1(C)CCCC2(C)C(OCCO)=CC(=O)C=C12 (stereo not drawn)	0.4	10	0	-1	-1	-3	5	-1
CC(C)NC(=O)Nc1ccc2c(c1)C(=O)N([C@@H](C)CO)C[C@@H](C)[C@H](CN(C)C(=O)NC(C)C)OCCCC[C@@H](C)O2	0.9	4	0	-6	?	-1	/	5[16.7 µM]
C1CCN(CC2CCCCN2)CC1 (stereo not drawn)	1.1	/	-4	9	0	3	-3	6
CC(C)CCNC(=O)Cc1c(C(=O)O)[nH]c2ccc(Cl)cc12	/	6	3	/	/	-1	/	0
CCC(=O)Nc1cccc(NC(=O)c2cccnc2)c1	/	/	-5	-7	1	-1	-12	-1
C[C@H]1CN([C@@H](C)CO)C(=O)CCCn2nncc2CO[C@H]1CN(C)Cc1ccccc1	-1.1	2	0	-9	3	-6	14	-1[16.7 µM]
COc1ccc(C2C(C(C)=O)=C(O)C(=O)N2C)c(OC)c1 (stereo not drawn)	/	/	5	/	3	1	-32	2
COc1ccc(NS(=O)(=O)c2cn(C)nc2C)cc1	-1.5	29	3	10	4	1	-2	3
COCC#Cc1ccc([C@H]2[C@@H](CO)N3CCCCN(C(=O)COC)C[C@@H]23)cc1	-1.0	9	0	/	0	-3	/	1[16.7 µM]
COc1ccc(C(C)(O)c2nc(-c3ccc(N(C)C)cc3)cs2)cc1 (stereo not drawn)	3.9	1	12	1	/	-1	-11	-2
CCn1c(SCC(=O)N(C)c2c(N)n(Cc3ccccc3)c(=O)[nH]c2=O)nnc1-c1cccs1	-0.6	-7	5	-3	-1	-7	-6	-9
Cc1cccc(OCc2nnc(NC(=O)Cc3cccs3)s2)c1	/	/	4	/	-9	-2	-4	-3
C[C@@H]1CCCCO[C@H](CN(C)C)[C@@H](C)CN([C@@H](C)CO)C(=O)c2cc(NC(=O)Nc3ccc(F)cc3)ccc2O1	0.6	-14	1	/	-19	0	0	8[16.7 µM]
Cc1ccc(S(=O)(=O)N(C)C)cc1-n1c(SCC(=O)Nc2ccc(F)c(F)c2F)nc2ccccc2c1=O	/	-20	-2	23	/	1	3	-7

Some values from above:
C1CCN(CC2CCCCN2)CC1 (stereo not drawn) | FN deposition inh: 9
Cc1cccc(OCc2nnc(NC(=O)Cc3cccs3)s2)c1 | C2C12 statin: -4
CCC(=O)Nc1cccc(NC(=O)c2cccnc2)c1 | FN deposition inh: -7
O=C(Nc1ccc(F)cc1)c1ccc(S(=O)(=O)N2CCOCC2)o1 | PGC1a acetyl inh: -5
CC(C)CCNC(=O)Cc1c(C(=O)O)[nH]c2ccc(Cl)cc12 | PglD DTNB: 3

Reformatted bar-delimited: entries from further up.
molecule | CFTR F508del cor | INS-1E GSIS act | PglD DTNB | FN deposition inh | PGC1a acetyl inh | Cneo AK release | C2C12 statin | miR-122 sensor
Cc1ccc(S(=O)(=O)N(C)C)cc1-n1c(SCC(=O)Nc2ccc(F)c(F)c2F)nc2ccccc2c1=O | / | -20 | -2 | 23 | / | 1 | 3 | -7
CCC(=O)Nc1cccc(NC(=O)c2cccnc2)c1 | / | / | -5 | -7 | 1 | -1 | -12 | -1

(listing goes on)
SMILES	CFTR F508del cor	INS-1E GSIS act	PglD DTNB	FN deposition inh	PGC1a acetyl inh	Cneo AK release	C2C12 statin	miR-122 sensor
CC(OC(=O)/C=C/c1ccccc1)C(=O)Nc1ccc2c(c1)OCCO2 (stereo not drawn)	3.1	8	-3	3	-8	2	-7	2
Cc1ccc(S(=O)(=O)N(C)C[C@H]2OCCCC[C@H](C)Oc3ccc(NC(=O)Nc4ccccc4)cc3C(=O)N([C@@H](C)CO)C[C@H]2C)cc1	-0.3	8	-1	13	-8	2	/	-6[16.7 µM]
O=C(Cn1ccc2ccccc2c1=O)NCC(=O)N1CCN(c2ccc(F)cc2)CC1	1.9	-1	0	-4	2	-1	44	-6
Cc1ccc(-n2ncc(C#N)c2/N=C/N(C)C)cc1	/	/	17	/	-6	-1	/	-1
CCOc1ccc(OCC)c(NC(=O)CN2CCN(c3cccc(C)c3)CC2)c1	/	/	-6	/	-12	2	-4	-1
O=C(COc1ccccc1F)NNC(=O)c1ccc(F)c(S(=O)(=O)N2CCOCC2)c1	-1.0	-4	5	-8	2	-1	0	5
CC(=O)Nc1ccc(S(=O)(=O)O)c(OC(C)=O)c1	-3.0	8	-3	/	-1	-2	9	-5
COc1cccc(C#Cc2cnc3c(c2)C(=O)N([C@H](C)CO)C[C@H](C)[C@@H](CN(C)C(=O)C2CCCCC2)O3)c1	-1.5	-6	0	/	-21	2	33	7[16.7 µM]
CCN(CC(=O)NCc1ccc(Cl)cc1)C(=O)/C=C/c1cccs1	-3.6	-19	5	1	-8	2	5	-2
CC(C)C1CC(c2ccccc2)(C(CN)CO)CCO1 (stereo not drawn)	0.6	-7	/	15	0	/	/	/
Cc1ccc(C)c(NC(=O)CSc2nnc(-c3ccncc3)o2)c1	1.4	/	-3	4	-33	-1	12	0
COc1cccc(-c2ccc3c(c2)[C@@H]2[C@@H](CCN2C(=O)c2ccc(F)cc2)[C@H](CO)N3C)c1	0.3	-10	1	-1	-13	2	51	-5[16.7 µM]
COC(=O)c1cc(Br)c(=O)n(-c2nccs2)c1	/	/	-5	/	2	-1	-9	-4
CCCCOc1c(Br)cc(/C=N/O)cc1OCC	/	/	-2	18	-20	-1	0	2
CC(=O)C1CCC2C3CCC4=CC(=O)CCC4(C)C3(Br)C(=O)CC12C (stereo not drawn)	0.0	-41	0	-7	0	0	-2	-4
CCOC(=O)c1ccc(-c2c(-c3ccc(OC)cc3)oc(=O)c3cc(OC)c(OC)cc23)cc1F	1.5	18	-2	22	-3	0	13	-8
O=C(CSc1nnc(COc2ccccc2Cl)o1)Nc1ccccc1	-1.9	-8	3	0	/	0	0	/
COC(=O)Nc1sc2c(c1C(=O)NC1CC1)CCCCCC2	/	14	1	/	-2	-2	-8	-5
COC(=O)c1cc(S(=O)(=O)Nc2cccc(C)c2C)cn1C	-1.2	11	1	7	5	-1	/	31
C/C(=N\NC(=O)C(O)(c1ccccc1)c1ccccc1)c1ccc(NC(=O)CCCC(=O)O)cc1	-0.8	/	-1	-7	/	0	-7	/
COCCCN1C(=O)N(c2ccccc2)C(=O)C1CC(=O)Nc1ccc(F)cc1 (stereo not drawn)	-2.8	-10	14	-5	/	1	2	/
C[C@H]1CN([C@@H](C)CO)C(=O)CCCn2nncc2CO[C@@H]1CN(C)C(=O)Nc1ccc2c(c1)OCCO2	-0.2	6	-3	-6	14	-27	2	0[16.7 µM]
COc1ccc(NC(=O)CN2CCC(C(N)=O)(N3CCCCC3)CC2)cc1	/	-5	-1	/	2	-1	1	/
Fc1ccc(NCc2nnc(SCc3ccccc3)o2)cc1	0.6	-23	-1	-19	-1	-3	4	3
N/C(=N\OC(=O)c1ccc2c(c1)OCO2)c1ccc([N+](=O)[O-])cc1	-1.1	1	5	7	1	0	-7	8
CC(C)CNc1ncnc2c1ncn2[C@H]1CN(CCN2CCOCC2)C[C@@H](CO)O1	-2.4	3	5	4	-3	0	28	-9
Cc1ccc(CN2C(=O)CCC2C(=O)NCc2ccco2)cc1 (stereo not drawn)	/	/	-11	/	-4	0	0	-6
C[C@@H]1CN([C@@H](C)CO)C(=O)c2cccc(NC(=O)NC3CCCCC3)c2O[C@@H]1CN(C)S(=O)(=O)c1cccs1	-0.6	-22	-2	-3	-14	56	-17	-18[16.7 µM]
C[C@H](CO)N1C[C@H](C)[C@@H](CN(C)S(C)(=O)=O)OCCCC[C@H](C)Oc2ccc(NC(=O)Nc3ccc(F)cc3)cc2C1=O	-0.7	-3	1	/	8	5	/	3[16.7 µM]
O=C(C[C@@H]1CC[C@@H](NS(=O)(=O)c2ccccc2)[C@H](CO)O1)NCc1ccc(Cl)c(Cl)c1	1.5	4	1	-2	0	54	2	/
COc1cccc(NC(=O)N(C)C[C@@H]2Oc3ncc(C#Cc4ccccc4)cc3C(=O)N([C@H](C)CO)C[C@H]2C)c1	1.9	-28	-5	-10	-10	-4	67	2[16.7 µM]
O=C(COc1ccc(-c2nnco2)cc1)Nc1c(F)cccc1F	-1.3	13	7	-3	15	-1	1	-8
